# hcGAS inh: blocks human cGAS activity. AID 1259398. Q8N884. hit rate 0.081% among 290,000. recombinant h-cGAS, ATP depletion, Kinase-Glo luminescence. inhibition, % at 12.5 µM;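 further: 0% = vehicle reaction and 100% = reaction without DNA for no activity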
# Target sequence (Q8N884 whole entry, looked up): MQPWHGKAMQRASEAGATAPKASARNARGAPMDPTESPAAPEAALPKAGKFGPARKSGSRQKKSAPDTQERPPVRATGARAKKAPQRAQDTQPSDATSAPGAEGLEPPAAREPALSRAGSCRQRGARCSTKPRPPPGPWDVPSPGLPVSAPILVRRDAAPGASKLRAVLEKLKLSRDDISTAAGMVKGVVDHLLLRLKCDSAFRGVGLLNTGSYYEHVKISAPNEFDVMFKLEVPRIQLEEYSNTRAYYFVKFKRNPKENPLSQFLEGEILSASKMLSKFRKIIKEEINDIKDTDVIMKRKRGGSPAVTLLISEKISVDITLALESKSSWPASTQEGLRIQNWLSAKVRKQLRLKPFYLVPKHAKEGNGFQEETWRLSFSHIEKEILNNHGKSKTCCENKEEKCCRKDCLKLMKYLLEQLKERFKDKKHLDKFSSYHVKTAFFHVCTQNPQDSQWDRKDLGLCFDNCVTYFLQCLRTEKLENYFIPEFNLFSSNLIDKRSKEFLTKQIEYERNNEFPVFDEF
# mcGAS inh: inhibitors of mouse cGAS | recombinant cGAS, Kinase-Glo ATP depletion luminescence | inhibition, % at 12.5 µM | hit rate 0.15% among 160,000;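 further: 0% = negative control wells and 100% = reference inhibitor with no enzyme activity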
# NPYLR7 ag: mosquito NPYLR7 agonism; HEK293T NPYLR7/Galpha15, GCaMP6s calcium fluorescence; activation, % at 10 µM; hit rate 0.15% among 270,000; in the data active means activation above about 40%;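 further: 0% = vehicle and 100% = reference agonist at the receptor; some compounds past the cut are filed as inactive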
# Starred values were filed as active, the others as inactive; / = no result given; & = joins results of further samples. Unless noted, no stated cut-off is given here; in the data, active means inhibition above about 40%; inactive means the rest.
# Values run as follows: mcGAS inh | hcGAS inh | NPYLR7 ag
> O=C1C(NCc2cccc3c2OCO3)CCN1c1c(F)cccc1F (centres undefined)
  -6 | -4 | 9
> O=C(CN1CCCCCC1)NCCn1nnc2ccccc21
  / | 2 | 8
> O=c1nc(SCc2ccccc2F)c2c(n1Cc1cccnc1)CCC2
  -10 | -6 | -3
> CNC(=O)Cn1nc(C(=O)N2CCOC(c3ccc(Cl)cc3)C2)cc1C (centres undefined)
  / | -4 | -3
> CC1CCCN(C(=O)NCCc2coc(-c3ccc(F)cc3)n2)C1 (centres undefined)
  / | -11 | 8
> CCOC(=O)c1ccc2c(c1)nc(SCc1cc(C(F)(F)F)cc(C(F)(F)F)c1)n2CCOC
  -6 | -3 | 5
> Clc1ccc(N2CCN(c3nnnn3-c3ccccc3)CC2)cc1Cl
  -7 | -7 | 5
> CC1(c2nc(C3CC3)no2)CCCN(C(=O)CC2CCCC2)C1 (centres undefined)
  -4 | -5 | /
> CC(C)NC(=O)C1CCN(C2CCN(C(=O)c3ccccc3F)CC2)CC1
  -2 | -7 | 1
> O=C(NCCn1nc(-c2cccs2)ccc1=O)NC1CCCCC1
  -10 | -5 | -2
> CCCCCCCCCCCC(=O)Nc1ccc(N2CCCC2)c(C(=O)NC(C)C)c1
  -6 | -1 | 8
> CCN1CCN(C(=O)c2ccc(N3CCC(NCc4cccc(-n5cccn5)c4)CC3)cc2)CC1
  -11 | -6 | 2
> Cn1c(=O)n(Cc2ccc(Cl)cc2)c(=O)c2c1nc1oc(C(C)(C)C)cn12
  -9 | -6 | 1
> CNC(=O)COc1ccccc1C1Nc2ccc(Cl)cc2C(=O)N1C (centres undefined)
  / | -9 | 10
> O=C(NC1CCCc2ccccc21)c1ccccc1N1CCC(NS(=O)(=O)c2ccc(F)cc2)CC1 (centres undefined)
  -6 | -6 | 26
> O=C(C1CC1)N1CCCC(OCc2cccc(OC(F)(F)F)c2)C1 (centres undefined)
  / | 0 | -1
> CN(Cc1nccn1CC(F)(F)F)c1nc(C2CC2)no1
  / | -14 | 2
> CSC1=NC2=C(C(=O)CC(C)(C)C2)C(c2ccccc2[N+](=O)[O-])C1C#N (centres undefined)
  -9 | -1 | 5
> C=CCN(Cc1cccc(OC)c1)C(=O)c1cccn1C
  / | -3 | -1
> O=C1NCCN1c1cccc(C(=O)N2CCc3c([nH]c4ccccc34)C2C2CCCCC2)c1 (centres undefined)
  -11 | -7 | 14
> COc1cc2c(cc1OC)C(c1ccccc1)N(C(=O)c1ccc(=O)n(C)n1)CC2 (centres undefined)
  -6 | -2 | 10
> CCOC(CN=Cc1c(O)n(-c2cccc(C(F)(F)F)c2)c(=O)c2ccccc12)OCC
  / | -9 | -4
> CSc1ccc(COc2coc(CN3CCCN(S(=O)(=O)c4c(C)c(C)c5c(c4C)CCC(C)(C)O5)CC3)cc2=O)cc1
  -4 | -10 | 22
> O=C(CCCOCCc1ccccc1)N1CCC(O)(C(F)(F)F)C1 (centres undefined)
  / | -7 | 4
> CCN1CCN(C(=O)c2c(C)nn(Cc3ccccc3)c2C)CC1
  -2 | -1 | 9
> N#Cc1c(NC(=O)CCn2cnc3cc(F)ccc3c2=O)sc2c1CCC2
  / | -12 | -3
> COc1cc(/C=N/Nc2cc(N(C)C)nc(N(C)C)n2)ccc1O
  -7 | -1 | 3
> O=S(=O)(Nc1ccc(F)c(Cl)c1)c1ccc(Cl)cc1F
  / | -5 | 0
> N#CCCN(Cc1cccnc1)Cn1nc(-c2ccc(Cl)cc2)n(CC2CCCO2)c1=S (centres undefined)
  / | -3 | 3
> CN(C)CCN(C(=O)CCc1ccccc1)c1nc2ccc(F)cc2s1
  -7 | -4 | -5
> CCCc1oncc1C(=O)NC1CC(=O)N(CCc2ccc(F)cc2)C1 (centres undefined)
  / | -4 | 6
> CCC(=O)N(Cc1nccn1Cc1ccc(Cl)cc1Cl)CC(C)C
  -4 | -6 | 6
> CN(C)C(CNc1ccc(C(=O)Nc2ccccc2)nn1)C1CC1 (centres undefined)
  / | 0 | -5
> C=CCCC(O)CN(CCc1nc(-c2cccc(C(F)(F)F)c2)no1)Cc1ccco1 (centres undefined)
  -5 | -9 | 4
> CCn1cnnc1SCC(=O)Nc1cc(Cl)ccc1F
  / | 0 | 4
> N#Cc1cc2c(=O)n3ccccc3nc2n(CCCN2CCOCC2)c1=N
  / | 2 | -14
> COc1cccc(Nc2nc(C(C)N)cs2)n1 (centres undefined)
  -6 | -7 | -5
> O=C(CN1CN(c2ccccc2)C2(CCN(C(=O)/C=C/c3ccc([N+](=O)[O-])cc3)CC2)C1=O)NC1CCCCC1
  -5 | -6 | 30
> Cc1cc(Cl)ccc1OCC(=O)N=Nc1c(O)[nH]c2ccc(Br)cc12
  4 | 0 | -5
> O=C(NCCn1ccc2ccccc21)c1cn(CCc2ccccc2)nn1
  / | -6 | 20
> CC(C)N1CCC(N2CCN(CCCc3ccccc3)CC2CCO)CC1 (centres undefined)
  -9 | -5 | 6
> CCN(CC)C(=O)c1cc2ccc(F)cc2nc1C
  / | -13 | 0
> CC(=O)N1CCc2ccc(NC(=O)C3(c4ccccc4)CCOCC3)cc21
  -9 | -7 | -3
> CC(NCc1ccccc1Br)c1ccc(-n2cncn2)cc1 (centres undefined)
  / | -2 | 11
> Cc1cnc(C(=O)N(CCC(=O)NCc2ccccn2)CC2CCCO2)cn1 (centres undefined)
  -4 | -6 | /
> O=C(NCc1cccs1)c1sc(=S)n2c1[nH]c(=O)c1sccc12
  / | 9 | 7
> CCOCCCNC(=O)c1cc(NC(=O)c2ccccc2Br)ccc1N1CCC(C)CC1
  -5 | -7 | -5
> Cc1ccc2c(-c3cccc(O)c3)cccc2n1
  / | -3 | 16
> CCn1cc(S(=O)(=O)N2C[C@@H]3C4CCC(CC4)[C@@H]3C2)cn1
  / | -12 | 4
> Cn1c(=O)oc2cc(S(=O)(=O)N3CCc4ccccc43)ccc21
  -4 | -6 | 10
> COc1ccc(OC)c(-c2cnc(-c3ccc(CNC(=O)c4ccc(F)c(C(F)(F)F)c4)cc3)[nH]2)c1
  -6 | -4 | -5
> CC(C)(C)CC(C)(C)Nc1c(-c2ccc(Cl)cc2)nc2ccc(Cl)cn12
  -8&-8 | -5&-7 | 12&13
> COc1ccc(S(=O)(=O)N2CCCN(c3nc(Cc4ccc(C)cc4)nc4c3c(C)nn4-c3ccccc3)CC2)cc1
  -4 | -13 | /
> CCOC(=O)[C@@H]1CCCC[C@@H]1NC(=O)c1c(OC)cccc1OCc1ccccc1
  -4 | -5 | -7
> O=C(O)C1CN(S(=O)(=O)c2cc3ccccc3o2)CCN1 (centres undefined)
  / | -4 | 4
> Cc1cccnc1C1=NOC(C)(C)C(=O)N1Cc1cccc(F)c1
  / | -4 | 0
> CN1CCN(Cc2c(Cl)ccc(O)c2Cl)CC1C(=O)O (centres undefined)
  -22 | -2 | -4
> Cc1cc(C)nc(SCc2cc(=O)c(OC(=O)c3ccc(Cl)c([N+](=O)[O-])c3)co2)n1
  1 | 2 | -6
> CCOC(=O)N1CCN(c2cc3cc(OC)ccc3oc2=O)CC1
  -7 | -4 | 8
> c1ccc2oc(N3CCN(c4cnccn4)CC3)nc2c1
  / | -2 | 9

# A different layout for part of the listing above:
SMILES | mcGAS inh | hcGAS inh | NPYLR7 ag
CCn1cnnc1SCC(=O)Nc1cc(Cl)ccc1F | / | 0 | 4
N#Cc1cc2c(=O)n3ccccc3nc2n(CCCN2CCOCC2)c1=N | / | 2 | -14
COc1cccc(Nc2nc(C(C)N)cs2)n1 (centres undefined) | -6 | -7 | -5
O=C(CN1CN(c2ccccc2)C2(CCN(C(=O)/C=C/c3ccc([N+](=O)[O-])cc3)CC2)C1=O)NC1CCCCC1 | -5 | -6 | 30
Cc1cc(Cl)ccc1OCC(=O)N=Nc1c(O)[nH]c2ccc(Br)cc12 | 4 | 0 | -5
O=C(NCCn1ccc2ccccc21)c1cn(CCc2ccccc2)nn1 | / | -6 | 20

# Some entries already given, showing only hcGAS inh:
SMILES | hcGAS inh
CSc1ccc(COc2coc(CN3CCCN(S(=O)(=O)c4c(C)c(C)c5c(c4C)CCC(C)(C)O5)CC3)cc2=O)cc1 | -10
Cc1cc(Cl)ccc1OCC(=O)N=Nc1c(O)[nH]c2ccc(Br)cc12 | 0
CCC(=O)N(Cc1nccn1Cc1ccc(Cl)cc1Cl)CC(C)C | -6
CCn1cc(S(=O)(=O)N2C[C@@H]3C4CCC(CC4)[C@@H]3C2)cn1 | -12
COc1cc(/C=N/Nc2cc(N(C)C)nc(N(C)C)n2)ccc1O | -1

# Exported comma-delimited: entries from further up
Compound,mcGAS inh,hcGAS inh,NPYLR7 ag
CC(NCc1ccccc1Br)c1ccc(-n2cncn2)cc1 (centres undefined),/,-2,11
Cc1cnc(C(=O)N(CCC(=O)NCc2ccccn2)CC2CCCO2)cn1 (centres undefined),-4,-6,/
O=C(NCc1cccs1)c1sc(=S)n2c1[nH]c(=O)c1sccc12,/,9,7

# (listing goes on)
# Values run as follows: mcGAS inh | hcGAS inh | NPYLR7 ag
> COc1ccc(-c2cc3c(SCc4cccc(OC)c4)nccn3n2)cc1
  -8 | -8 | -3
> Cc1c(NC(=O)C(C)N2CCC(C)CC2)cccc1C(=O)NC(C)(C)C (centres undefined)
  / | -1 | 3
> O=C(CSc1nnc(COc2ccccc2Cl)n1C1CC1)NNC(=O)c1cccs1
  / | -1 | 0
> N#Cc1c(Cl)c2ccccc2n2c1nc1ccccc12
  / | 6 | -14
> CCOC(=O)CCNC(=O)N1CCn2cccc2C1c1cc(OC)c(OC)c(OC)c1 (centres undefined)
  / | -5 | 11
> O=C(CSc1nc2sc3c(c2c(=O)n1Cc1ccco1)CCC3)c1ccccc1
  -1 | -6 | -3
> COc1ccc2c(c1)c(CC(=O)OCC(=O)O)c(C)n2C(=O)c1ccc(Cl)cc1
  -5 | -3&-2 | 8&-1
> CC(=O)NCCNc1ncc(F)c(N2CCOCC2)n1
  -15 | -8 | /
> CSc1ccc(CC2(CCC(=O)N(C)Cc3cccc(-n4nc(C)cc4C)c3)CCC(=O)N2)cc1 (centres undefined)
  / | -9 | 10
> CCCc1c(C(=O)NCc2ccco2)cnn1-c1ccc(Cl)cc1
  0 | 1 | -3
> COC(=O)C1=C(NC(=O)/C=C/c2ccccc2)CCS1
  -1 | -2 | 0
> CC(C)C(CN)N1CCN(C)CC1 (centres undefined)
  / | -6 | 16
> COc1ccc(NC(=O)CCN(Cc2ccco2)c2nc(-c3ccco3)nc3ccccc23)cc1
  -2 | 1 | 4
> CCCCCCCOc1ccc(-c2nc(CCC)no2)cc1
  -7 | -4 | -5
> CC(Oc1ccc(Cl)cc1Cl)C(=O)Nc1ccccc1I (centres undefined)
  / | -7 | -5
> COc1ccc(S(=O)(=O)NCCCn2ncccc2=O)cc1C
  -7 | -5 | -10
> Cn1nnc(NC(=S)NC(=O)c2ccc3c(c2)OCO3)n1
  / | 2 | -1
> CCOc1ccc(N2CCCn3c2nc2c3c(=O)n(CC(C)=O)c(=O)n2C)cc1
  / | -4 | 2
> CC(NC(=O)c1cccc(Cn2cccn2)c1)c1nnc2n1CCNCC2 (centres undefined)
  -9 | -3 | 0
> CCOc1ccc(-c2nc(COC(=O)C3CCC(=O)N3)cs2)cc1OC (centres undefined)
  / | 2 | -2
> COc1cc(/C=C2/C(=O)N(c3ccc(Cl)c(Cl)c3)N=C2C)cc(I)c1O
  0 | -7 | 5
> CC(C)NC(=O)CSc1cn(CC(=O)N2CCCCC2)c2ccccc12
  -7 | -6 | -2
> C=CCNc1nc(C(=O)OCc2cc(=O)n3ccsc3n2)cs1
  / | -9 | -4
> C#Cc1ccc(NC(=O)C2(C)CCN2C(=O)c2cc(C)n(C)n2)cc1 (centres undefined)
  / | -8 | 0
> Cc1cc(C)c(S(=O)(=O)N2CCCC(C(=O)NC3CCCC[C@H]3NC(=O)c3ccccc3C)C2)c(C)c1 (some centres undefined)
  0 | 3 | 0
> CC(CNC(=O)CSc1nnnn1C1CCCC1)Cn1ccnc1 (centres undefined)
  / | 2 | 22
> CN(Cc1ccncc1)Cc1cc(-c2ccccc2)no1
  / | -9 | 5
> O=C(C[n+]1cc(Br)cc2ccccc21)c1ccc2c(c1)Cc1ccccc1-2
  / | 12 | -1
> Cc1cc(C)c(NC(=O)C(C)N2CCCCC2)c(Cl)c1 (centres undefined)
  / | -1 | 0
> CN/C(=C\[N+](=O)[O-])NCCSCc1csc(CN(C)C)n1
  / | -1&-5 | -13
> COc1ccc(C(=O)CSc2cc(C)nc3nc(C)nn23)cc1OC
  -8 | -5 | 1
> O=C(COc1ccc(Cl)cc1Cl)NCc1nnc(SCC(=O)N2CCc3ccccc32)n1-c1ccc(F)cc1
  / | -5 | -8
> Cc1nc(C(C)C)ncc1C(=O)N1C[C@@H]2[C@H](C1)[C@H]1CC[C@@H]2O1
  / | -6 | -1
> CNc1nc2cnc(Nc3cccnc3)cc2n1-c1cc(OC)c(OC)c(OC)c1
  -5 | -4 | 2
> O=C(c1cc2c(s1)CCCCC2)N1CCCC(Nc2ccc3c(c2)OCCO3)C1 (centres undefined)
  -7 | -7 | 9
> O=S(=O)(NCc1ccccc1)Nc1ccc(-n2cncn2)cc1
  -14 | -9 | /
> Cc1ccsc1CN(Cc1ccncc1)C1CCCC1
  -14 | 2 | -3
> Cc1cccc(-n2c(SCc3ccc(Cl)c(Cl)c3)nnc2-c2ccccc2F)c1
  -8 | -3 | 1
> CC(O)c1cnc(-c2ccc(Br)cc2)s1 (centres undefined)
  / | -7 | 6
> CCOc1ccc(CN(Cc2cccc(C(F)(F)F)c2)Cc2nc(C(=O)NCCOC)co2)cc1
  -5 | 2 | 17
> COc1ccc(C(=O)NCc2ccccc2)cc1S(=O)(=O)N1CCOCC1
  -4 | 0 | 6
> CCCNC(=O)c1ccccc1N1CCC(NS(=O)(=O)c2ccccc2)CC1
  -6 | -2 | -1
> COc1ccc(C(N)P(=O)(O)O)cc1O (centres undefined)
  / | 0 | -4
> Cc1cnc(Cn2ccnc2-c2sccc2C)cn1
  -8 | -7 | /
> COc1ccccc1OCCCOc1cccc(Cl)c1
  / | -12 | 16

# Source: PubChem BioAssay
